M1 PAM = potentiates human M1 receptor response to acetylcholine. P11229. CHO-K1 hM1, Fluo-8 calcium fluorescence, ACh EC20; 0% = ACh EC20, 100% = maximal ACh. activation, % at 3 µM. hit rate 0.088% among 360,000; in the data active = activation above about 19%, passing the limit was not always enough
Target sequence (P11229 whole entry, looked up): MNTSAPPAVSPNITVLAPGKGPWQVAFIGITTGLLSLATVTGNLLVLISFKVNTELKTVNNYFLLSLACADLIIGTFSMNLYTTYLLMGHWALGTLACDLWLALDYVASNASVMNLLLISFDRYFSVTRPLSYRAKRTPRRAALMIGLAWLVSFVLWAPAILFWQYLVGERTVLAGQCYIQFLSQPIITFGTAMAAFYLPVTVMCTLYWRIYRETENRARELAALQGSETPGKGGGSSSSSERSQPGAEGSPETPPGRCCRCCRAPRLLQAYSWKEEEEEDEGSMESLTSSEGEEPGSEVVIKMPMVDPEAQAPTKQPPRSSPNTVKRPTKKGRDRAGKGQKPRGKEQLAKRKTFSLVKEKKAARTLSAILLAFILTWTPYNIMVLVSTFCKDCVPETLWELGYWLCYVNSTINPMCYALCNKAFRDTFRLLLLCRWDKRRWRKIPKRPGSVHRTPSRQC
CHRM5 agonist = agonists of human muscarinic M5 receptor (CHRM5); P08912; CHO-K1 hM5 cells, Fluo-8 calcium fluorescence; 0% DMSO wells, 100% maximal acetylcholine response; activation, % at 3 µM; hit rate 0.19% among 360,000; AID 624037;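 active = activation above the run's mean over test compounds plus 3 SD, cut at about 23% in these data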;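 also: signal is peak over basal fluorescence ratio across the kinetic read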
M4 ag = CHRM4 agonism in calcium assay; CHO-K1 hM4/Gqi5, Fluo-8 calcium fluorescence; vehicle 0%, full acetylcholine response 100%; hit rate 0.14% among 360,000; activation, % at 3 µM; P08173;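 active = activation above the run mean over all test wells plus 3 SD, cut at about 32% in these data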;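 also: peak over basal fluorescence ratio per well then scaled between controls; 0% = DMSO wells and 100% = acetylcholine at EC100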
Target sequence (P08173 whole entry, looked up): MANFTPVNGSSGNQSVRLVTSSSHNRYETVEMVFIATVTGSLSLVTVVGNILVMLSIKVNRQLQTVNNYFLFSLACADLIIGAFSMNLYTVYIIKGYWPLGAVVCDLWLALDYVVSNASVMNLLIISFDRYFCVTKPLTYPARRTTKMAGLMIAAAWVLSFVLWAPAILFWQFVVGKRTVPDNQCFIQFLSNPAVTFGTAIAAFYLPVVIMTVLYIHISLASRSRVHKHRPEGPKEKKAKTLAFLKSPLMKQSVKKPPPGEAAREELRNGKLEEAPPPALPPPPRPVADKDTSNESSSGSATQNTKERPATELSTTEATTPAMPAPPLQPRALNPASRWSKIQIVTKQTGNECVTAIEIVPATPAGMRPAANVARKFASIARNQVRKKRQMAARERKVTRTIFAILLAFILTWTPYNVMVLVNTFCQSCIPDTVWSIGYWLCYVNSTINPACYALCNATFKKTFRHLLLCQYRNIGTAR
CRFBP-R2 block = antagonists of CRF-binding protein/CRF-R2 receptor complex | HEK293 CRF-R2/CRF-BP, CRF-induced calcium fluorescence | inhibition, % at 11.8 µM | hit rate 0.59% among 350,000;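 active = inhibition of the ligand-induced calcium signal above about 50% at the single tested concentration, limit read from the data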
M5 antag = blocks acetylcholine activation of human M5 receptor. hit rate 0.59% among 360,000. P08912. inhibition, % at 3 µM. CHO-hM5 cells, Fluo-8 calcium fluorescence, ACh EC80;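 active = inhibition above a per-plate cutoff, the mean of that plate's test compounds plus 3 SD, cut at about 27% in these data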;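 also: 0% = acetylcholine EC80 with DMSO and 100% = DMSO without agonist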
CRFR2-BP ag = CRF-BP/CRF-R2 complex agonism; HEK293 CRF-R2/CRF-BP, calcium dye fluorescence (FLIPR); percent of saturating CRF peptide response; activation, % at 13.2 µM; hit rate 0.46% among 350,000; AID 588473;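 active = activation of at least 50%, plus an integration ratio under a set limit after plate pattern correction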;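 also: plate controls were neutral control wells without compound for no effect and CRF at EC100 for full effect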
M5 PAM = CHRM5 positive allosteric modulation; CHO-K1 hM5, Fluo-8 calcium, ACh EC20 PAM; 0% = ACh EC20, 100% = ACh EC100; hit rate 0.3% among 360,000; activation, % at 3 µM; P08912; AID 624038;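 active = activation above the run cutoff, the mean activation of all test compounds plus 3 SD, cut at about 18% in these data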
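Assay system: CHO-K1 hM5 cells / Incubation: Fluo-8 loading 80 min at 37 °C plus 30 min room temperature / Technique: Fluo-8 calcium dye fluorescence, kinetic read / Repeats: single replicate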
CHRM4 PAM = positive allosteric modulators of human muscarinic M4 receptor. CHO-K1 hM4/Gqi5, Fluo-8 calcium fluorescence, ACh EC20; 0% = ACh EC20, 100% = maximal ACh. activation, % at 3 µM. hit rate 0.4% among 360,000. P08173. AID 624126;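 active = activation above its plate's cutoff, the mean activation of sample wells plus 3 SD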; also: some results filed as inactive read as strong as hits
CHRM4 antagonist = blocks acetylcholine activation of human M4 receptor. P08173. CHO-hM4 cells, ACh EC80, Fluo-8 calcium fluorescence. inhibition, % at 3 µM. hit rate 0.73% among 360,000. AID 624125;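 active = inhibition above its plate's cutoff, the mean inhibition of sample wells plus 3 SD, cut at about 27% in these data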;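 also: 0% = acetylcholine EC80 with DMSO and 100% = DMSO without agonist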
* marks the source's active call; other numbers are inactive results; . = not tested or not shown. An unsorted share of the library; overall some 2.6% were active at least once.

SMILES	M1 PAM	CHRM5 agonist	M4 ag	CRFBP-R2 block	M5 antag	CRFR2-BP ag	M5 PAM	CHRM4 PAM	CHRM4 antagonist
Cn1c(=O)c2c(SCC(=O)N3CCOCC3)nc(-c3ccccc3Cl)nc2n(C)c1=O	1	1	2	-12	1	0.8	0	2	1
CCCCOC(=O)c1ccc(NC(=O)c2cnccn2)cc1	-1	3	2	-3	-2	-1.6	-6	-2	5
N#Cc1ccc(CNc2cnccn2)cc1	0	-3	0	7	-1	-2.9	3	6	5
CCCCOC(=O)C1=C(C)NC(=O)NC1c1cccc([N+](=O)[O-])c1 (stereo not drawn)	8	0	1	-6	5	-1.5	2	-2	-1
COc1ccc(OC)c(C2C=C(C34CC5CC(CC(C5)C3)C4)NC(=S)N2)c1 (stereo not drawn)	-4	-3	-1	-22	11	7.3	-11	-17	43*
Cc1ccc(NC(=O)c2cc(C)nc3ccccc23)c(Br)c1	2	-4	1	8	13	-5.3	-4	-7	1
CC(C)c1nnc(NC(=O)COc2ccccc2[N+](=O)[O-])s1	1	-3	0	4	1	-1.4	7	-4	1
Cc1ccc(CN(C)CC(=O)Nc2ccc3c(c2)CCC3)cc1	1	-10	0	2	-1	-1.7	-7	4	-7
Cc1cccc(NC(=S)NNC(=O)c2ccco2)c1	9	2	1	-15	-5	-1.4	2	11	-3
COc1ccc(CCNC(=O)CCc2cc(OC)c(OC)c(OC)c2)cc1OC	2	2	13	7	8	0.2	-7	-5	-5
CCOC(=O)c1ccccc1OC(=O)NNc1ccccc1	4	1	0	-8	1	-2.4	13	4	-4
O=C(NCCc1cccc(Cl)c1)c1cc2ccccc2oc1=O	5	4	1	2	4	-0.7	-1	1	5
S=C(NCc1ccc2c(c1)OCO2)Nc1ccc2nsnc2c1	-7	3	14	-82	22	4.9	-15	-2	1
COc1ccc(C2=NN(C(=O)c3ccccc3)C(c3ccccc3)C2)c(O)c1 (stereo not drawn)	4	-4	2	11	-3	0.1	3	1	-13
COC(=O)c1cc(O)c(O)c(O)c1	-4	-2	0	1	7	0.0	3	4	-5
c1csc(-c2ccc3nncn3c2)c1	9	0	1	.	7	.	-2	1	2
Cc1ccc(C(=O)OC2CCOC2=O)cc1NC(=O)c1ccco1 (stereo not drawn)	7	1	0	14	-4	-0.3	-4	9	0
CCn1c(COc2ccc(=O)n(-c3ccccc3)n2)nnc1SCC(=O)OC	3	3	1	-1	-14	-0.9	11	8	-2
CC(C)NC(=S)NN=C1c2ccccc2-c2ccccc21	-9	-3	7	-6	6	-1.4	1	-9	-5
Cc1ccccc1OCC(=O)Nc1nnc(C2CCCC2)s1	-8	-2	0	-10	-4	-1.3	2	-3	0
O=c1[nH]c(/C(Cl)=C/c2cc(Cl)ccc2O)nc2cc(Cl)ccc12	7	-1	2	-33	-1	0.0	-5	-12	7
COC(=O)C1=C(N)Oc2cc(C)n(Cc3ccccc3)c(=O)c2C1c1ccccc1 (stereo not drawn)	9	-1	0	37	-1	0.4	4	0	12
c1ccc2c(c1)NC1(CCCCCC1)n1c-2nc2ccccc21	1	-3	1	1	3	-0.5	2	15	-2
O=C(COc1ccc(Br)cc1)Nc1ccccc1N1CCCC1	-4	-2	0	-15	3	-0.6	-4	6	-2
CC1(C)C(=O)Nc2ccccc2N1C(=O)COC(=O)Cc1ccccc1F	-1	-2	4	6	-5	-0.3	-3	5	-8
CC(C)(Oc1ccc(Cl)cc1)C(=O)N1CCN(c2ccccn2)CC1	2	-3	0	6	4	0.3	0	4	9
Cc1cc(NC(=S)N(Cc2ccc(Br)cc2)Cc2ccc(C(=O)O)cc2)ccc1Cl	1	-4	-1	8	-7	-1.7	0	-5	10
Cc1c(C(=O)N2CCCC2)c(S(=O)(=O)NCCc2ccccc2)c(C)n1C	11	-6	0	-1	12	-1.1	-4	6	-8
O=C(NCCCN1CCCCC1)C1CCN(c2ncnc3c2nc2n3CCCCC2)CC1	2	-3	0	-6	4	0.6	4	-5	-4
Nc1nc2ccccc2[nH]1	15	-3	0	-29	12	3.4	-5	4	-12
CCOC(=O)COc1ccccc1/C=N\NC(=O)c1cc2c(ccc3ccccc32)o1	1	-4	7	-3	9	1.2	-8	-2	3
CC(=O)Oc1ccc(/C=C(\NC(=O)c2ccco2)C(=O)NCc2ccco2)cc1	9	1	2	7	-11	1.2	5	-1	-17
COc1ccc(-c2nnn(-c3cc(Cl)cc(Cl)c3)c2N)cc1	-1	-6	0	0	1	-0.4	-6	-11	-8
COC(=O)c1c(NC(=O)c2ccccc2OC)sc(C(=O)N2CCOCC2)c1C	7	-3	-1	2	13	-1.3	1	-4	3
CSc1nc(C)cc(C)c1C(N)=O	2	-1	0	23	-3	-4.5	4	0	9
CC(Sc1ccccc1)C(=O)NN=C1CCN(C)CC1 (stereo not drawn)	13	-4	0	10	10	0.3	-1	3	-3
Cc1cc(C)[n+](-c2ccc(F)cc2)c2[nH]c(=O)[nH]c(=O)c12	-15	-3	10	8	18	-3.2	-14	-12	-18
CC(C)(C)C(=O)Nc1ccc2oc(-c3cc(F)c(F)cc3Cl)nc2c1	4	0	1	-22	-1	1.4	-5	4	15
Cc1cc2[nH]c3c(c[n+](C)c4ccccc34)c2cc1C	6	-4	1	-6	-1	-0.6	5	3	6
O=C(O)CC/C(=C\c1cc2c(cc1Br)OCO2)c1nc2ccccc2s1	3	-1	3	8	16	0.3	-9	7	-9
O=C(CCCn1c(=S)[nH]c2cc3c(cc2c1=O)OCO3)NCCc1ccc(Cl)cc1	8	3	0	6	5	2.8	0	5	3
COc1ccc2oc(C)c(C(=O)NN)c2c1	0	-1	1	1	3	-0.4	-4	9	-7
COCCCn1c(=S)[nH]c2sc3c(c2c1=O)CCCC3	0	-1	0	-22	-4	5.8	-2	0	-13
N#Cc1c(/N=C/c2ccccc2)oc(-c2ccccc2)c1-c1ccccc1	6	1	0	1	-1	-0.7	1	0	8
CC(C)Oc1ccc(CNC(=O)c2ccc3c(c2)N(C)CCS3)cc1	4	-3	2	12	-1	-2.1	-4	-2	-5
COC(=O)C1Cc2c([nH]c3ccccc23)C2CCC(=O)N12 (stereo not drawn)	7	1	0	-13	5	-0.1	-4	4	-1
N#Cc1c(-c2ccc(Cl)cc2)nc2n(c1=O)CCCS2	-11	3	3	6	1	-0.5	-3	1	1
N#CC1=C(N)Oc2n[nH]c(-c3cccs3)c2C1c1ccsc1 (stereo not drawn)	15	0	1	2	-3	0.5	0	5	5
OCC(Cc1ccccc1)NCc1ccccc1C(F)(F)F (stereo not drawn)	2	0	0	-34	12	7.3	-7	-8	16
CCOc1ccc(/C=C2\NC(=S)NC2=O)cc1	9	-1	2	8	6	-1.9	7	5	3

Following part
SMILES	M1 PAM	CHRM5 agonist	M4 ag	CRFBP-R2 block	M5 antag	CRFR2-BP ag	M5 PAM	CHRM4 PAM	CHRM4 antagonist
CC(=O)N(Cc1ccc(F)cc1)Cc1nc2ccccc2c(=O)[nH]1	14	-4	3	-7	-4	3.7	-8	14	-8
CCOc1ccccc1N(C(=O)c1snc(C(N)=O)c1N)C(CC)C(=O)NC1CCCC1 (stereo not drawn)	15	-4	0	24	13	1.6	-1	-6	-4
O=S(=O)(Nc1cccnc1)c1ccccc1	13	-4	2	19	-4	-1.3	1	11	-5
CCOC(=O)N1CCN(C(=O)c2n[nH]c(=O)c3ccccc23)CC1	6	0	0	2	-2	2.1	4	2	2
CCCN(C#N)c1nc(NCC)nc(NC(C)C)n1	13	9	0	-11	53*	-0.4	-1	10	-2
C=CCNc1ncnc2c1ncn2[C@H]1CN(CCOC)C[C@@H](CO)O1	7	0	1	.	-5	.	0	5	-12
O=C(/C=C/c1ccc(Cl)c(Cl)c1)NCCCn1ccnc1	5	-4	0	-7	15	-0.4	-5	-1	9
Cc1ccc([C@H]2N[C@]3(CCCN(Cc4ccccc4)C3=O)[C@H]3C(=O)N(C)C(=O)[C@@H]23)cc1	1	1	0	-9	-2	-0.7	1	-3	-3
NS(=O)(=O)c1cccc(NC(=O)c2cccc(N3C(=O)c4ccccc4C3=O)c2)c1	5	1	1	15	9	-6.0	0	1	-10
COc1ccc(Cl)cc1S(=O)(=O)N(C)CC(=O)N1CCOCC1	3	-2	0	4	3	-1.1	7	1	-10
CC(=O)c1ccc(NC(=O)CSc2ccsc2[N+](=O)[O-])cc1	3	2	1	13	-5	0.8	4	-4	4
C=CCSc1nc2ccccc2n1S(=O)(=O)c1ccc(C)cc1	9	-2	0	8	-3	-3.9	2	6	-8
CCN(c1ccccc1)S(=O)(=O)c1cc(C(=O)NCc2ccco2)ccc1C	-7	-4	8	6	4	-0.9	-15	6	-15
CCOc1ccc(S(=O)(=O)NCCc2ccccn2)cc1	-2	2	5	-4	5	-1.8	-2	-4	5
O=C(Cn1cc(COc2ccc(Cl)c(Cl)c2)nn1)NS(=O)(=O)c1ccccc1C(F)(F)F	6	1	0	.	8	.	-3	1	2
COc1ccc(-c2nnc3ccc(SCC(=O)NCc4ccco4)nn23)cc1	-1	1	1	-11	-3	0.4	-1	21	6
COC1=CC(=O)C=C(OC)C1(O)CC(C)=O	13	3	3	-6	0	6.6	5	13	-18
CCC(=O)Nc1cccc(C2=NOC3(C2)C[C@@H](C(N)=O)N(C(=O)c2cc([N+](=O)[O-])cc([N+](=O)[O-])c2)C3)c1 (stereo partly drawn)	5	4	0	-3	3	-0.2	10	10	2
Oc1ccccc1C1N=C(c2ccccc2)NC(c2ccccc2)=N1	0	-2	0	-3	7	0.7	-3	-10	6
Cc1ccc(C(=O)NC(=S)NNC(=O)c2ccc([N+](=O)[O-])cc2)cc1	9	3	0	-24	1	94*	9	4	8

5 consecutive compounds already listed, quoted:
SMILES	M1 PAM	CHRM5 agonist	M4 ag	CRFBP-R2 block	M5 antag	CRFR2-BP ag	M5 PAM	CHRM4 PAM	CHRM4 antagonist
O=C(Cn1cc(COc2ccc(Cl)c(Cl)c2)nn1)NS(=O)(=O)c1ccccc1C(F)(F)F	6	1	0	.	8	.	-3	1	2
COc1ccc(-c2nnc3ccc(SCC(=O)NCc4ccco4)nn23)cc1	-1	1	1	-11	-3	0.4	-1	21	6
COC1=CC(=O)C=C(OC)C1(O)CC(C)=O	13	3	3	-6	0	6.6	5	13	-18
CCC(=O)Nc1cccc(C2=NOC3(C2)C[C@@H](C(N)=O)N(C(=O)c2cc([N+](=O)[O-])cc([N+](=O)[O-])c2)C3)c1 (stereo partly drawn)	5	4	0	-3	3	-0.2	10	10	2
Oc1ccccc1C1N=C(c2ccccc2)NC(c2ccccc2)=N1	0	-2	0	-3	7	0.7	-3	-10	6

More entries
SMILES	M1 PAM	CHRM5 agonist	M4 ag	CRFBP-R2 block	M5 antag	CRFR2-BP ag	M5 PAM	CHRM4 PAM	CHRM4 antagonist
O=[N+]([O-])c1cc2c(cc1CN1CCN(CCOCCO)CC1)OCO2	20	-3	0	6	3	0.2	0	-6	-8
CN1CCc2ccccc2C1Cc1ccccc1NC(=O)c1sc2ccccc2c1Cl (stereo not drawn)	4	-4	-1	-5	3	0.4	-4	-7	1
O=C(CCN1C(=O)c2ccccc2S1(=O)=O)Nc1ccc(F)c(F)c1F	10	3	4	10	0	-2.1	1	8	1
CC1=C(C(=O)OC(C)C)C2(O)C(=O)c3ccccc3C2(O)N1 (stereo not drawn)	6	0	9	-15	-9	7.4	14	-4	9
CCC(C)NS(=O)(=O)c1ccc(S(=O)(=O)N2CC=C(c3ccc(F)cc3)CC2)cc1 (stereo not drawn)	-16	-2	3	-4	13	18	-16	-14	11
O=C(CCCc1ccccc1)Nc1ccc(Br)cc1F	9	1	-1	5	4	-1.1	-3	-1	5

Compound activity deposited in PubChem by several laboratories.
